# Mtb BioA inh: BioA (M. tuberculosis) enzyme inhibition; inhibition, % at 9.99 µM; purified M. tuberculosis BioA enzyme, plate reader; 360,000 compounds, 0.096% hits; in the data active = inhibition above about 40%
# TcdB inh: TcdB glycohydrolase inhibition; TcdB glycohydrolase enzymatic assay, plate reader; AID 652162; inhibition, % at 9.99 µM; 350,000 compounds, 0.24% hits; P18177; in the data active = inhibition above about 10%
# Target sequence (P18177 whole entry, looked up): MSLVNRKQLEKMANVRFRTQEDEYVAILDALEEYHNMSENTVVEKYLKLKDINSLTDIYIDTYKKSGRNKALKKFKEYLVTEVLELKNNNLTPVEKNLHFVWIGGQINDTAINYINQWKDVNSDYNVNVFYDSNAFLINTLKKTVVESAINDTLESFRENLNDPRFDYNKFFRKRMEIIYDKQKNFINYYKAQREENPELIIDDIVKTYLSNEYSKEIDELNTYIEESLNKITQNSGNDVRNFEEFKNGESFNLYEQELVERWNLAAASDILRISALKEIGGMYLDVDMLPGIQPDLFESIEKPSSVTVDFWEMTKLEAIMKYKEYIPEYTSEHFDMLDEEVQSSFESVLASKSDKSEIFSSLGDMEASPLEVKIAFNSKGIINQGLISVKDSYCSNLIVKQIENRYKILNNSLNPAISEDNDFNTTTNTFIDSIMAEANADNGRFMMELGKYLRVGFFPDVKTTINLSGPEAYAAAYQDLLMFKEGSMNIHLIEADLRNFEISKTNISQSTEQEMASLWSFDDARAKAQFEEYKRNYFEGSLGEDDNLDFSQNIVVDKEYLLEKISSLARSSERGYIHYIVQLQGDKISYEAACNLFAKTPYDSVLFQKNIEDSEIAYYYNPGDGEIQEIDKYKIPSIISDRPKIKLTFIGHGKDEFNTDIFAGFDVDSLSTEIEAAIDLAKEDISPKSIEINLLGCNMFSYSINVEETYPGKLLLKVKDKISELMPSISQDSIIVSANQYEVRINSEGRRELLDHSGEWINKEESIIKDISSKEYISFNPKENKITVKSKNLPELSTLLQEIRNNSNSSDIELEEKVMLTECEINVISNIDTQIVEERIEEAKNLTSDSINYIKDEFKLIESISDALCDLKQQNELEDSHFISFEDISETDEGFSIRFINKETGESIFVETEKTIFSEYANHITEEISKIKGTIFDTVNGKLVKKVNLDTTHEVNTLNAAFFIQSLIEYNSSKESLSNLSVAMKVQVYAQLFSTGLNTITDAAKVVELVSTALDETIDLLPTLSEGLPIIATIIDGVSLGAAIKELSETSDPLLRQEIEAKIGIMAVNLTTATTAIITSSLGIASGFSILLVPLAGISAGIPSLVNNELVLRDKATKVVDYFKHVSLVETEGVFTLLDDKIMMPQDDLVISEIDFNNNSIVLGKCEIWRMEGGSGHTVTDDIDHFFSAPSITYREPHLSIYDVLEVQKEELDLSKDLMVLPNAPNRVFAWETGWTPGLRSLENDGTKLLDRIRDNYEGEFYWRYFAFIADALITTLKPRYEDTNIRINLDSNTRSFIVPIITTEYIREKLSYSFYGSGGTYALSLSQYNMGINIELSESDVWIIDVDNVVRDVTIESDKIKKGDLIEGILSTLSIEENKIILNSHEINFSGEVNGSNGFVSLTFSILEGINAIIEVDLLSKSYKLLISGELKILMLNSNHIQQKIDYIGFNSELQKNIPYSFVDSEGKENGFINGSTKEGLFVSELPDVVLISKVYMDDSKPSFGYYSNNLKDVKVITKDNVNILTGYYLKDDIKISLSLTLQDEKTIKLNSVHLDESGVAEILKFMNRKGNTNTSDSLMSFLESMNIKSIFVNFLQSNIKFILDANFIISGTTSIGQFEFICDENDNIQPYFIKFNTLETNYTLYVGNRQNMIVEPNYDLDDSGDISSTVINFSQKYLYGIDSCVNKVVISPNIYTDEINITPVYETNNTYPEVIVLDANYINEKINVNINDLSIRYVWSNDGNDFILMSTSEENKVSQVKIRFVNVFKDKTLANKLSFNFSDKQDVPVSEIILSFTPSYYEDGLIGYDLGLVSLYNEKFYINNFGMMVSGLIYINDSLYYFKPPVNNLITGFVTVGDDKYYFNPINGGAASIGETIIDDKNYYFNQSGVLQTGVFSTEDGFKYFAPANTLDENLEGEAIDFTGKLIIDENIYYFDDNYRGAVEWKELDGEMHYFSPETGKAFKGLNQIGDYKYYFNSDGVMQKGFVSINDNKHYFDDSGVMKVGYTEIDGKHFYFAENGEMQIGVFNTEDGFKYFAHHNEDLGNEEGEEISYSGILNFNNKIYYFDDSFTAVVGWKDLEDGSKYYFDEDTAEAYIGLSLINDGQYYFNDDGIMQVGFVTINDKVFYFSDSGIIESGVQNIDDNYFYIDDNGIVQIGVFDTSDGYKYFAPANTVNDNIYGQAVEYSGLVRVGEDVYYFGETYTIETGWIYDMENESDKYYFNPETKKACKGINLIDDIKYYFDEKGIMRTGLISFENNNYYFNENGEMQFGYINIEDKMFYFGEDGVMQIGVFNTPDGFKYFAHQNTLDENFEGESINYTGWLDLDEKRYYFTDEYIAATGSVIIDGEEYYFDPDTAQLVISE
# The depositor's hits bear a star. Not all compounds are listed; count on the stated rates, not on these rows.
SMILES,Mtb BioA inh,TcdB inh
CCC(=O)N(C)C[C@@H]1Oc2ncc(C#Cc3ccncc3)cc2C(=O)N([C@H](C)CO)C[C@H]1C,5.6,-0.3
O=C(C[C@@H]1CC[C@H]2[C@@H](COC[C@H](O)CN2Cc2nccs2)O1)NCc1ccc(Oc2ccccc2)cc1,0.2,-0.7
C[C@@H]1CN([C@H](C)CO)C(=O)Cc2cc(NS(=O)(=O)c3cccs3)ccc2O[C@@H]1CN(C)CC1CCCCC1,2.1,1.6
COc1ccc(CN(C)C[C@H]2OCCCC[C@H](C)Oc3ccc(NC(=O)NC(C)C)cc3C(=O)N([C@H](C)CO)C[C@H]2C)cc1,0.6,-0.1
N#C[C@H]1[C@H](c2ccc(-c3ccccc3F)cc2)[C@H](CO)N1C(=O)C1CCC1,-2.2,-1.1
O=C(Cc1ccncc1)N1CCCCN2[C@H](CO)[C@H](c3ccc(-c4ccncc4)cc3)[C@@H]2C1,-2.8,-18.6
CC(C)NC(=O)N(C)C[C@@H]1OCc2ccccc2-c2c(n(C)c3ccccc23)C(=O)N([C@H](C)CO)C[C@@H]1C,-0.3,0.5
O=C(C[C@@H]1C[C@H]2c3cc(NC(=O)C4CCOCC4)ccc3O[C@H]2[C@@H](CO)O1)NCc1ccc2c(c1)OCO2,3.3,0.0
C[C@@H]1CCCCO[C@H](CN(C)S(=O)(=O)c2cn(C)cn2)[C@H](C)CN([C@H](C)CO)C(=O)c2cc(NS(=O)(=O)c3ccc(Cl)cc3)ccc2O1,-2.3,-2.4
O=C(C[C@H]1CC[C@H](NC(=O)Cc2ccccn2)[C@H](CO)O1)NCCc1ccccc1,3.9,0.2
CC(=O)N(C)C[C@@H]1Oc2cc(-c3ccc(C)cc3)ccc2S(=O)(=O)N([C@@H](C)CO)C[C@@H]1C,-0.3,1.6
C[C@@H]1CN([C@@H](C)CO)C(=O)c2cc(NC(=O)C3CC3)ccc2O[C@@H]1CN(C)Cc1ccc(C(F)(F)F)cc1,3.2,-2.3
COCCOC(=O)N1C(=O)[C@@]2(c3cc(C#CCC(C(=O)OC)C(=O)OC)ccc31)[C@H](c1ccccc1OCCO)N1[C@H](c3ccccc3)[C@H](c3ccccc3)OC(=O)[C@H]1[C@@H]2C(=O)Nc1nc2ccccc2s1,-3.6,-0.9
C[C@H](CO)N1C[C@H](C)[C@@H](CN(C)S(=O)(=O)c2ccc(Cl)cc2)Oc2ccc(NC(=O)Cc3cn(C)c4ccccc34)cc2C1=O,-5.6,-0.6
C[C@@H]1CN([C@H](C)CO)C(=O)c2cc(NC(=O)C3CC3)ccc2O[C@@H]1CN(C)Cc1ccccc1,3.2,0.2

# Reformatted with bars between the fields: ten of the compounds above
canonical_smiles | Mtb BioA inh | TcdB inh
COc1ccc(CN(C)C[C@H]2OCCCC[C@H](C)Oc3ccc(NC(=O)NC(C)C)cc3C(=O)N([C@H](C)CO)C[C@H]2C)cc1 | 0.6 | -0.1
N#C[C@H]1[C@H](c2ccc(-c3ccccc3F)cc2)[C@H](CO)N1C(=O)C1CCC1 | -2.2 | -1.1
O=C(Cc1ccncc1)N1CCCCN2[C@H](CO)[C@H](c3ccc(-c4ccncc4)cc3)[C@@H]2C1 | -2.8 | -18.6
CC(C)NC(=O)N(C)C[C@@H]1OCc2ccccc2-c2c(n(C)c3ccccc23)C(=O)N([C@H](C)CO)C[C@@H]1C | -0.3 | 0.5
O=C(C[C@@H]1C[C@H]2c3cc(NC(=O)C4CCOCC4)ccc3O[C@H]2[C@@H](CO)O1)NCc1ccc2c(c1)OCO2 | 3.3 | 0.0
C[C@@H]1CCCCO[C@H](CN(C)S(=O)(=O)c2cn(C)cn2)[C@H](C)CN([C@H](C)CO)C(=O)c2cc(NS(=O)(=O)c3ccc(Cl)cc3)ccc2O1 | -2.3 | -2.4
O=C(C[C@H]1CC[C@H](NC(=O)Cc2ccccn2)[C@H](CO)O1)NCCc1ccccc1 | 3.9 | 0.2
CC(=O)N(C)C[C@@H]1Oc2cc(-c3ccc(C)cc3)ccc2S(=O)(=O)N([C@@H](C)CO)C[C@@H]1C | -0.3 | 1.6
C[C@@H]1CN([C@@H](C)CO)C(=O)c2cc(NC(=O)C3CC3)ccc2O[C@@H]1CN(C)Cc1ccc(C(F)(F)F)cc1 | 3.2 | -2.3
COCCOC(=O)N1C(=O)[C@@]2(c3cc(C#CCC(C(=O)OC)C(=O)OC)ccc31)[C@H](c1ccccc1OCCO)N1[C@H](c3ccccc3)[C@H](c3ccccc3)OC(=O)[C@H]1[C@@H]2C(=O)Nc1nc2ccccc2s1 | -3.6 | -0.9

# The results go on:
SMILES,Mtb BioA inh,TcdB inh
C[C@H]1CN([C@@H](C)CO)C(=O)c2cc(C#CC3CCCC3)cnc2O[C@H]1CN(C)Cc1ccncc1,-0.6,0.2
CCC(=O)N(C)C[C@H]1Oc2ncc(/C=C/c3ccccc3)cc2C(=O)N([C@H](C)CO)C[C@H]1C,1.1,2.5
C[C@@H]1CN([C@@H](C)CO)C(=O)c2cccc(NS(=O)(=O)c3ccc(Cl)cc3)c2O[C@H]1CN(C)C(=O)Nc1ccc2c(c1)OCO2,0.6,-0.1
O=C(CC1CC1)Nc1ccc2c(c1)[C@@H]1C[C@@H](CC(=O)N3CCCCC3)O[C@@H](CO)[C@@H]1O2,-1.0,-0.2
O=C(C[C@@H]1CC[C@H](NS(=O)(=O)c2ccccc2)[C@@H](CO)O1)NCc1ccncn1,-1.3,0.5
CN(C)C(=O)[C@H]1[C@H](CO)[C@H]2Cn3c(cccc3=O)[C@H]2N1CCc1ccccc1,-0.9,0.2
O=C(N[C@H]1CC[C@@H](CC(=O)N2CCc3ccccc3C2)O[C@H]1CO)C1CCOCC1,0.1,-2.9
C/C=C/c1ccc2c(c1)O[C@@H](CN(C)C(=O)C1CCOCC1)[C@H](C)CN([C@@H](C)CO)S2(=O)=O,9.0,-0.2
COCC#Cc1cnc2c(c1)C(=O)N([C@H](C)CO)C[C@H](C)[C@H](CN(C)S(=O)(=O)c1ccccc1)O2,0.1,-0.5
C[C@@H]1CCCCO[C@H](CN(C)S(C)(=O)=O)[C@@H](C)CN([C@H](C)CO)C(=O)c2cc(NC(=O)Nc3ccc4c(c3)OCO4)ccc2O1,0.1,-8.5
CCCN1[C@@H]2c3ccc(-c4cccc(F)c4)c(=O)n3C[C@H]1[C@H](CO)[C@H]2C(=O)NCC,-0.1,0.3
COCC#Cc1ccc2c(c1)O[C@@H](CN(C)C)[C@@H](C)CN([C@@H](C)CO)S2(=O)=O,-1.2,-0.1
COc1ccc(CN(C)C[C@@H]2Oc3c(NC(=O)Nc4cccc5ccccc45)cccc3C(=O)N([C@H](C)CO)C[C@@H]2C)cc1,-1.3,0.4
COc1ccc(NC(=O)N(C)C[C@@H]2Oc3ccc(NC(=O)NC(C)C)cc3C(=O)N([C@H](C)CO)C[C@@H]2C)cc1,-0.6,-5.0
C[C@@H]1CN([C@H](C)CO)C(=O)c2cccc(N(C)C)c2O[C@H]1CN(C)Cc1ccc(-c2ccccc2)cc1,0.0,0.6
Cc1cccc(S(=O)(=O)N2CCCCN3[C@H](C2)[C@@H](c2ccc(-c4cccnc4)cc2)[C@@H]3CO)c1,2.9,-5.2
Cc1noc(C)c1NC(=O)Nc1ccc2c(c1)C(=O)N([C@H](C)CO)C[C@@H](C)[C@@H](CN(C)Cc1ccc(Oc3ccccc3)cc1)O2,-0.5,0.2
COc1ccc(S(=O)(=O)N(C)C[C@@H]2OCCCC[C@H](C)Oc3ccc(NS(=O)(=O)c4c(C)noc4C)cc3C(=O)N([C@H](C)CO)C[C@H]2C)cc1,-1.9,0.5
CCS(=O)(=O)Nc1ccc2c(c1)C(=O)N(C)C[C@@H](OC)[C@H](C)CN(CC1CCCCC1)[C@@H](C)CO2,8.2,0.1
CCC(=O)Nc1ccc2c(c1)OC[C@H](C)N(C(=O)C1CC1)C[C@@H](C)[C@H](OC)CN(C)C2=O,-1.8,1.3
O=C(Nc1cccc(F)c1)N[C@@H]1CC[C@@H](CCNS(=O)(=O)c2cccc(Cl)c2)O[C@H]1CO,17.3,-0.6
C[C@@H]1CN([C@@H](C)CO)C(=O)Cc2cc(NC(=O)NC3CCCCC3)ccc2O[C@@H]1CN(C)S(C)(=O)=O,1.1,1.0
C[C@@H]1CCCCO[C@H](CN(C)Cc2ccc(Cl)c(Cl)c2)[C@@H](C)CN([C@@H](C)CO)C(=O)c2cc(NC(=O)Nc3ccc(C(F)(F)F)cc3)ccc2O1,1.9,-0.3
OC[C@@H]1[C@@H](c2ccc(C#CC3(O)CCCC3)cc2)[C@@H]2CN(Cc3cncnc3)CCCCN12,-2.4,0.6
COc1ccc(CN(C)C[C@@H]2OCCCC[C@@H](C)Oc3ccc(NS(=O)(=O)c4ccc(Cl)cc4)cc3C(=O)N([C@@H](C)CO)C[C@@H]2C)cc1,-1.9,0.7
O=C(Nc1ccc(F)cc1)N[C@@H]1CC[C@H](CC(=O)N2CCCCC2)O[C@H]1CO,2.6,-3.3
COc1ccc(NC(=O)Nc2ccc3c(c2)C(=O)N([C@H](C)CO)C[C@H](C)[C@H](CN(C)S(=O)(=O)c2ccc(F)cc2)OCCCC[C@@H](C)O3)cc1,-0.6,0.5
C[C@@H]1CCCCO[C@@H](CN(C)C(=O)Nc2cccc3ccccc23)[C@@H](C)CN([C@H](C)CO)C(=O)c2cc(NS(=O)(=O)c3cccs3)ccc2O1,-0.3,-5.5
C[C@H](CO)N1C[C@H](C)[C@@H](CN(C)C(=O)[C@H](Cc2ccccc2)N(C)C)OCc2ccccc2-c2c(n(C)c3ccccc23)C1=O,-5.9,1.1
C[C@H]1CN([C@@H](C)CO)C(=O)c2ccccc2-c2ccccc2CO[C@H]1CN(C)Cc1ccc2c(c1)OCCN2C,0.0,-1.8
C[C@H](CO)N1C[C@H](C)[C@@H](CN(C)Cc2ccc(-c3ccccc3)cc2)Oc2ccc(NC(=O)Cn3cnnn3)cc2CC1=O,-1.2,0.7
COc1ccc(C(=O)Nc2ccc3c(c2)C(=O)N(C)C[C@H](OC)[C@@H](C)CN(C(C)=O)[C@@H](C)CO3)cc1,0.3,-1.8
C[C@@H]1CN([C@H](C)CO)C(=O)c2ccccc2-c2ccccc2CO[C@H]1CN(C)S(=O)(=O)c1ccc(F)cc1,0.9,0.1
O=C(O)C[C@@H]1C[C@@H]2c3cc(NC(=O)c4ccc5c(c4)OCO5)ccc3O[C@@H]2[C@@H](CO)O1,0.3,2.2
COCC(=O)N1CCCCN2[C@H](CO)[C@@H](c3ccc(-c4ccc(OC)cc4)cc3)[C@@H]2C1,1.3,0.1
CC(=O)N1[C@H](CO)[C@H](c2ccccc2)[C@H]1CN(C(=O)c1cccc(F)c1)C(C)C,-3.9,1.0
O=S(=O)(N[C@H]1CC[C@@H](CCn2cc(C3(O)CCCC3)nn2)O[C@H]1CO)c1ccc(Cl)cc1,-0.2,-1.5
Cn1cnc(S(=O)(=O)N2CCCCN3[C@H](CO)[C@H](c4ccc(-c5cccc(F)c5)cc4)[C@@H]3C2)c1,-0.8,-0.5
O=C(Nc1ccc2c(c1)[C@@H]1C[C@@H](CC(=O)N3CCCCC3)O[C@H](CO)[C@@H]1O2)c1ccc2c(c1)OCO2,-0.2,-0.2
COCCNC(=O)C[C@@H]1C[C@@H]2c3cc(NC(=O)c4cccnc4)ccc3O[C@@H]2[C@@H](CO)O1,26.0,0.8
C[C@H]1CCCCO[C@@H](CN(C)C(=O)Nc2ccccc2)[C@@H](C)CN([C@@H](C)CO)C(=O)c2cc(NC(=O)Nc3ccc4c(c3)OCO4)ccc2O1,0.2,-0.2
C[C@@H]1CN([C@@H](C)CO)C(=O)Cc2cc(NC(=O)Nc3ccc(C(F)(F)F)cc3)ccc2O[C@H]1CN(C)C(=O)Nc1cccc2ccccc12,-3.2,0.1
C[C@@H]1CN([C@@H](C)CO)C(=O)c2cc(C#CCN(C)C)cnc2O[C@@H]1CN(C)C(=O)Nc1ccccc1F,-1.0,-0.3
C[C@@H]1CN([C@@H](C)CO)C(=O)c2cccc(NS(=O)(=O)c3cccs3)c2O[C@H]1CN(C)S(=O)(=O)c1ccc(F)cc1,-0.8,-0.4
CN(C)CC(=O)N1CCCCN2[C@H](C1)[C@H](c1ccc(-c3cccnc3)cc1)[C@@H]2CO,0.6,0.2
COc1ccc(S(=O)(=O)N(C)C[C@H]2OCCCC[C@@H](C)Oc3ccc(NS(C)(=O)=O)cc3C(=O)N([C@H](C)CO)C[C@@H]2C)cc1,-1.9,-0.5
COCC(=O)Nc1ccc2c(c1)OC[C@H](C)N(C(=O)c1ccncc1)C[C@H](C)[C@H](OC)CN(C)C2=O,-3.1,-0.2
CO[C@H]1CN(C)C(=O)c2ccc(NS(=O)(=O)c3ccc(-c4ccccc4)cc3)cc2OC[C@H](C)NC[C@H]1C,-1.4,-0.5
CC(=O)Nc1ccc2c(c1)C(=O)N(C)[C@H]1CC[C@@H](CC(=O)NCCCN3CCOCC3)O[C@@H]1CO2,-2.3,-0.1
CCCC(=O)Nc1ccc2c(c1)C(=O)N(C)C[C@H](OC)[C@@H](C)CN(C(C)=O)[C@@H](C)CO2,1.9,0.2
C[C@H](CO)N1C[C@H](C)[C@H](CN(C)CC2CC2)Oc2cc(C#Cc3ccncc3)ccc2S1(=O)=O,-0.3,-1.0
C[C@@H](O)C#Cc1ccc([C@@H]2[C@@H](CO)N3CCCCN(C(=O)c4ccncc4)C[C@@H]23)cc1,1.2,0.9
CN1C(=O)c2cc(NC(=O)c3cccc(F)c3)ccc2OC[C@@H]2O[C@H](CC(=O)Nc3ccccc3)CC[C@H]21,0.4,0.7
O=C(NCC[C@@H]1CC[C@H](NC(=O)C2CCCC2)[C@@H](CO)O1)c1cnccn1,2.6,-2.1
C[C@H]1CN([C@@H](C)CO)C(=O)c2cc(NS(=O)(=O)c3cn(C)cn3)ccc2O[C@H]1CN(C)Cc1ccc(-c2ccccc2)cc1,-4.9,-3.1
C[C@H]1CN([C@@H](C)CO)C(=O)c2cccc(NC(=O)C3CCOCC3)c2O[C@@H]1CN(C)Cc1ccc2c(c1)OCO2,-0.4,-0.6
CCCN1[C@H](C(=O)OC)[C@@H](CO)[C@@H]2Cn3c(ccc(-c4ccccc4OC)c3=O)[C@@H]21,1.1,-0.2
Cc1noc(C)c1NC(=O)N[C@H]1C=C[C@@H](CC(=O)Nc2ccccc2)O[C@H]1CO,1.6,-0.2
C[C@H](CO)N1C[C@H](C)[C@H](CN(C)Cc2cncnc2)Oc2cc(-c3ccccc3)ccc2S1(=O)=O,2.4,-0.3
